Screening data: PubChem, several laboratories
NR2F2 inh: blocks human COUP-TFII nuclear receptor; HEK293T NGFI-A luciferase reporter, luminescence; inhibition, % at 8.6 µM; 370,000 compounds, 0.7% hits; AID 686940;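 active = inhibition above a per-plate cutoff, mean inhibition of test wells between control levels plus 3 SD, cut at about 38% in these data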;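 also: cells cotransfected with COUP-TFII expression vector driving the NGFI-A reporter; 0% = median of COUP-TF2 test wells and 100% = reporter-only cells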
SRC3 inh: inhibitors of human steroid receptor coactivator 3 (SRC3) | HEK293 GAL4-SRC3 luciferase reporter, luminescence | AID 588352 | inhibition, % at 3.6 µM | 360,000 compounds, 0.17% hits | Q9Y6Q9;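 active = inhibition above a per-campaign cutoff, the mean of all compounds plus 3 SD, cut at about 60% in these data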;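 also: 0% = DMSO-treated cells and 100% = gossypol-treated cells at 36 µM; higher means less SRC3-driven luciferase light from the GAL4 reporter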
NCOA1 inh: inhibits human SRC1 coactivator; HEK293 GAL4-SRC1 luciferase reporter, luminescence; 360,000 compounds, 0.12% hits; inhibition, % at 3.6 µM; Q15788; AID 588354;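 active = inhibition above the campaign mean plus 3 SD, with each screening campaign given its own cutoff, cut at about 60% in these data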;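 also: 0% = DMSO treated cells and 100% = gossypol at 36 µM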
TLR9-MyD88 inh: blocks human TLR9 binding to MyD88 | Q9NR96+Q99836 | CHO BLA complementation TLR9-MyD88, CCF4 FRET ratio | inhibition, % at 4.98 µM | 340,000 compounds, 0.21% hits;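 active = inhibition above the mean over all tested compounds plus 3 SD, cut at about 21% in these data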;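 also: 0% = DMSO only wells and 100% = clavulanate BLA inhibitor control wells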
Target sequence (Q99836 whole entry, looked up): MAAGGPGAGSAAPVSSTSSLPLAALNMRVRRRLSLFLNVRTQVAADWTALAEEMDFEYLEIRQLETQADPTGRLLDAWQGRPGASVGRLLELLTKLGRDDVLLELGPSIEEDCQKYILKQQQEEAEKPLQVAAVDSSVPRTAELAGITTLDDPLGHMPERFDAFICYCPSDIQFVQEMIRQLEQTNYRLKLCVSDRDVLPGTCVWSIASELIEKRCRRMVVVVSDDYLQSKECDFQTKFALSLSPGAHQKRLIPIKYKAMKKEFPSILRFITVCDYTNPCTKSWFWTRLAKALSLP
Target sequence (Q9NR96 whole entry, looked up): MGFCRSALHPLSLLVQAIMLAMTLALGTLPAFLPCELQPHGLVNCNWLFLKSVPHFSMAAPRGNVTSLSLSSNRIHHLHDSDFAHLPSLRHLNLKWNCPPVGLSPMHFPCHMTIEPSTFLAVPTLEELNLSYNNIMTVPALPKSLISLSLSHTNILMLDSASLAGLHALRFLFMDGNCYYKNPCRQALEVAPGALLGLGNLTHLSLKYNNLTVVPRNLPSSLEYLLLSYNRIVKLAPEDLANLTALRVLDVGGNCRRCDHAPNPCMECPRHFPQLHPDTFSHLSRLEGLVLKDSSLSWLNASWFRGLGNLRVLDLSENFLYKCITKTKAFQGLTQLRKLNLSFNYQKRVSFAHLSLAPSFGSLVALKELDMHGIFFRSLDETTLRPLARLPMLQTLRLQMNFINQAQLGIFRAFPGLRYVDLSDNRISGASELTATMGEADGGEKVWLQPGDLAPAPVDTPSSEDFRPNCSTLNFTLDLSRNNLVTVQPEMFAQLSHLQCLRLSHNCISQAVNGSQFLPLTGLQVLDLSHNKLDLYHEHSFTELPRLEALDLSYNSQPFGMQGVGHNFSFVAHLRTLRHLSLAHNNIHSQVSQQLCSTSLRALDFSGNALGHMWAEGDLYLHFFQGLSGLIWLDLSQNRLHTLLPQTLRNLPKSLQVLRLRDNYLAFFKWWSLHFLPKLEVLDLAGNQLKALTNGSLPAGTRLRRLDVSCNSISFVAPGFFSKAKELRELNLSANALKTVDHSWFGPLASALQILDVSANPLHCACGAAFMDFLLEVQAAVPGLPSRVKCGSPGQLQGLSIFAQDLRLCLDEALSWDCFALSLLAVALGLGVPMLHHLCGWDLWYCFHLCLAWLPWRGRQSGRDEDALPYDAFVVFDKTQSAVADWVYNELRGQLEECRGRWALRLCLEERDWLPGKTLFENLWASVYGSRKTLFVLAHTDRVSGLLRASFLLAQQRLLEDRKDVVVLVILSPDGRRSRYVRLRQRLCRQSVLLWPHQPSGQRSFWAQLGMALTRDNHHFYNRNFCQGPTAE
TWEAK-Fn14 inh: TWEAK-Fn14 signaling inhibition. 360,000 compounds, 2% hits. inhibition, % at 10 µM. AID 1159606. TWEAK-stimulated Fn14 reporter cells, luciferase luminescence, 8 h; in the data active = inhibition above about 50%
Exocytosis inh: blocks lytic granule exocytosis; inhibition, % at 10 µM; 360,000 compounds, 0.66% hits; TALL-104 LAMP-1 surface exposure, flow cytometry; cells stimulated with thapsigargin and PMA;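 active = inhibition above about 55%, limit read from the data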
LRH-1 inv ag: inverse agonists of human LRH-1 (NR5A2) | HEK293T StAR-luciferase reporter, LRH-1 transfected, 24 h | O00482 | 360,000 compounds, 0.13% hits | inhibition, % at 3.6 µM;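 active = inhibition above the mean inhibition of all tested compounds plus 3 SD, cut at about 73% in these data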;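 also: 0% = DMSO wells and 100% = reporter-only cells lacking LRH-1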
TROY NFkB inh: blocks TROY-dependent signaling in reporter cells; Q293 LMP1-TROYcd NF-kB luciferase reporter, 4 h; inhibition, % at 10 µM; 360,000 compounds, 0.98% hits; AID 1347056;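 active = compounds whose plate-normalised and pattern-corrected inhibition of the luciferase reporter signal at the single screening dose is 50% or more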
NOD2-RIPK2 inh: blocks binding of human NOD2 to RIPK2; CHO BLA complementation NOD2-RIPK2, CCF4 ratio; O43353; inhibition, % at 4.98 µM; 360,000 compounds, 0.38% hits; in the data active = inhibition above about 21%;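 also: 0% = vehicle only and 100% = reference blocker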
SRC2 inh: inhibits human steroid receptor coactivator 2 | Q15596 | HEK293 GAL4-SRC2 luciferase reporter, luminescence | inhibition, % at 9 µM | 370,000 compounds, 0.17% hits;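 active = inhibition above the mean inhibition of all tested compounds plus 3 SD, set per campaign, cut at about 52% in these data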;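 also: 0% = DMSO treated cells and 100% = cells given Gossypol at 36 µM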
ABHD5-PLIN5 inh: blocks binding of human ABHD5 to perilipin-5; Q00G26+Q8WTS1; Split G. princeps luciferase complementation, luminescence, 4 h; inhibition, % at 4 µM; 360,000 compounds, 0.78% hits;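 active = inhibition above the mean inhibition across every tested compound plus 3 SD, cut at about 22% in these data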;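 also: 0% = DMSO only wells and the 100% control is not disclosed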
An asterisk follows results filed as active; · = no result given. Only part of the results is shown; the hit share may differ from the screen's.

SMILES	NR2F2 inh	SRC3 inh	NCOA1 inh	TLR9-MyD88 inh	TWEAK-Fn14 inh	Exocytosis inh	LRH-1 inv ag	TROY NFkB inh	NOD2-RIPK2 inh	SRC2 inh	ABHD5-PLIN5 inh
CCN(CC)C(=O)C1=C(C)N(Cc2ccc(F)cc2)C(=O)C(CC(=O)NC2CCCC2)C1 (stereo not given)	5	-28	14	-11	4	-6	-8	0	1	5	5
O=S(=O)(c1cccs1)N1CCN(c2ccccn2)CC1	-24	13	5	-7	10	4	7	-22	-8	-5	11
Cc1ccc(C(=O)C(OC(=O)CCC(=O)Nc2cccc(C)c2)c2ccccc2)cc1 (stereo not given)	-15	-3	-145	3	0	-1	11	9	-2	0	3
CCOC(=O)N1CCN(C(=O)CN(C)S(=O)(=O)c2ccc(OC)c(OC)c2)CC1	1	-11	-38	-6	4	1	-6	-11	0	-4	0
CCOC(=O)c1cnc(-c2ccccc2)nc1N	-56	-100	-76	-3	-6	-2	-105	-65	8	-51	13
OCCC#Cc1ccc(CN2CCN(Cc3ccccc3)C(CCO)C2)cc1 (stereo not given)	-6	20	-4	-3	-1	-1	1	11	-2	-16	0
CN1CCN(C(=O)c2cc3c(c(-c4cccc(-c5cccnc5)c4)n2)[C@H](CCO)N(C(=O)CC2CC2)C3)CC1	-7	·	·	·	-6	6	4	6	-2	-9	-7
CCOc1ccc(/C=N/NC(=O)Nc2ccccc2)cc1	-20	-63	-72	5	6	-4	-164	-49	3	-46	-7
O=C(NC1CCCc2ccccc21)c1ccc(Cl)nc1 (stereo not given)	3	14	-9	10	-9	-3	15	-10	-15	-37	-2
Nc1cc(N)nc(SCC(=O)NNC(=O)Cc2ccccc2)n1	2	13	10	-3	3	1	25	17	-1	6	-7
COc1cccc(CC(=O)OCC(=O)Nc2nnc(-c3ccccc3)o2)c1	6	-8	-10	-4	-4	0	8	-15	0	20	5
CNc1c(N)n(Cc2ccccc2)c(=O)[nH]c1=O	5	26	-8	-3	-6	-5	8	-11	-4	-6	0
O=C(O)c1ccc(COc2ccccc2/C=C2/NC(=O)N(c3cccc(Cl)c3)C2=O)cc1	-15	-14	-11	7	-37	1	-2	-22	5	-15	7
O=C(Nc1nnc(-c2ccccc2)o1)NC1CCCCC1	14	-10	-15	-9	0	4	-7	-31	-1	1	0
COc1ccc(C2(C(=O)NCCc3ccccc3)CCCC2)cc1OC	·	2	9	4	-19	17	-7	-1	-11	·	8
Cc1ccccc1OCc1n[nH]c(=S)n1Cc1ccccc1	1	15	5	-2	-4	8	-31	13	4	-13	-8
CCN1CCN(c2nc3c(C)cccn3c(=O)c2C=C(C#N)C#N)CC1	15	-18	-1	15	4	4	-22	10	8	-26	7
CCCc1ncc(CN2CCCC(C(=O)Nc3ccc(-c4cccc(OC)c4)cc3)C2)cn1 (stereo not given)	22	-7	-21	-13	26	2	12	23	3	17	-4
CC(=O)Nc1ccc(C)cc1	2	5	-9	4	-4	2	3	-12	-8	-19	-1
CCCn1cnc2sc(C(N)=O)c(C)c2c1=O	5	2	7	3	-3	-1	14	12	5	-10	4

Profiles from above. Values in the order: NR2F2 inh	SRC3 inh	NCOA1 inh	TLR9-MyD88 inh	TWEAK-Fn14 inh	Exocytosis inh	LRH-1 inv ag	TROY NFkB inh	NOD2-RIPK2 inh	SRC2 inh	ABHD5-PLIN5 inh
O=C(NC1CCCc2ccccc21)c1ccc(Cl)nc1 (stereo not given) as listed: 3	14	-9	10	-9	-3	15	-10	-15	-37	-2
CN1CCN(C(=O)c2cc3c(c(-c4cccc(-c5cccnc5)c4)n2)[C@H](CCO)N(C(=O)CC2CC2)C3)CC1 as listed: -7	·	·	·	-6	6	4	6	-2	-9	-7

Other entries:
SMILES	NR2F2 inh	SRC3 inh	NCOA1 inh	TLR9-MyD88 inh	TWEAK-Fn14 inh	Exocytosis inh	LRH-1 inv ag	TROY NFkB inh	NOD2-RIPK2 inh	SRC2 inh	ABHD5-PLIN5 inh
O=C(C1CSC2(c3ccc(F)cc3)CCC(=O)N12)N1CCCCCC1 (stereo not given)	2	3	-16	-2	-5	-1	0	-15	-3	-3	4
O=S(=O)(c1cccs1)N1CCN(c2cccc(Cl)c2)CC1	5	7	-10	-9	2	33	-8	8	-7	10	10
O=P(c1ccccc1)(c1ccccc1)C(O)c1cccs1 (stereo not given)	2	-10	-3	-4	1	-1	12	1	-9	-6	-3
C[C@H](NC(=O)c1[nH]cnc1C(=O)Nc1ccon1)c1ccccc1	10	15	4	5	11	11	2	-8	-1	4	-9
CC1CCCN(S(=O)(=O)c2coc(C(N)=O)c2)C1 (stereo not given)	1	9	-8	7	7	-3	9	-11	3	14	0
CC(C)Cn1c(SCC(=O)N2CCOCC2)nc2ccccc2c1=O	-22	-10	1	-16	2	0	15	-13	-10	8	5
CCOC(=O)C1CCN(c2c(NCCCN(C)C3CCCCC3)c(=O)c2=O)CC1	4	5	-7	-5	-1	-6	-12	-25	2	-22	-1
CCCc1[nH][nH]c(=O)c1C(c1ccc(Cl)cc1)C(C#N)C#N (stereo not given)	9	9	-1	8	-8	-2	-3	3	-9	-5	0
CCOC(=O)c1ccc(Oc2nc(N(C)C)nc(N3CCOCC3)n2)cc1	23	6	-12	2	-1	3	-8	5	0	-20	-3
Cc1ccccc1NC(=O)COc1ccc2oc(=O)cc(C)c2c1	3	6	3	-4	-41	0	1	8	-5	-1	5
O=C(Nc1cccc(O)c1)c1cccc(NC(=O)c2cccs2)c1	-26	-4	-5	2	-6	16	2	-24	-2	24	-4
COc1ccc2c(c1)CC/C2=N\NC(=O)c1ccccc1	-38	-28	-84	5	-38	1	-106	-17	3	-36	-1
O=C1C(Cl)=C(NCCCO)C(=O)c2ccccc21	-9	21	2	-3	-23	34	16	-26	1	10	-16
COc1cc(C(=S)N2CCOCC2)cc(OC)c1OC(=O)c1ccc(C)cc1	-3	7	14	-2	-13	-2	13	-2	7	10	4
CCCOc1ccc(CNCCCOCC)cc1OC	-3	19	-12	4	2	0	12	4	3	-14	-2
COc1ccccc1-c1cc(C(=O)NCc2cccs2)no1	-8	4	-21	-2	-13	1	-50	-23	8	-13	2
Cc1ccc(NC(=O)Nc2cccc([N+](=O)[O-])c2)nc1	-47	-35	-20	10	-1	2	-25	-43	4	-27	3
CSCCC(c1nc2ccccc2[nH]1)n1c(-c2ccc3ncccc3c2)nc2ccccc21 (stereo not given)	-49	·	·	·	·	20	-60	·	-5	-43	-5
COc1ccc(-c2cc3c(=O)n(CC(=O)NCc4ccccc4F)ncn3n2)cc1	-5	-1	3	-8	-9	-1	11	-16	11	0	-10
COc1cc(/C=C(/C#N)c2nc3ccccc3[nH]2)ccc1OCC(=O)Nc1ccccc1C	-16	18	12	-3	-39	4	-7	-2	-9	-12	1
Cc1cn(S(=O)(=O)c2ccc(Cl)cc2)c(C)n1	-8	9	-13	0	1	1	4	9	-3	-9	0
CCn1c(=O)c2ccccc2n2c(SCC(=O)N3CCCc4ccccc43)nnc12	-5	-9	-5	0	1	-2	-30	-5	0	-7	-14
N#CCC(=O)Nc1ccc(C(=O)NCCc2c[nH]c3ccccc23)cc1	0	-9	-11	1	8	-2	-6	0	9	-1	1
CCOC(=O)NCc1ccc(Cl)c(Cl)c1	10	-12	-2	16	0	-2	3	5	-4	-27	-1
Cc1cc(NC(=O)CCC(=O)N(CC(=O)NC2CCCC2)Cc2ccco2)no1	-14	-15	-7	6	-13	1	-6	12	3	1	4
CCN1CCc2c(OCC(=O)Nc3cccc(C)c3)cccc2C1=O	11	15	-21	-7	3	-1	4	11	2	-15	1
CCCCOc1ccc(C(=O)N/C(=C/c2cccc([N+](=O)[O-])c2)C(=O)O)cc1	-2	8	-3	2	2	-2	-6	-2	-2	3	0
COc1ccc(C(=O)NC2CCCCC2)cc1OC1CCN(C(C)C)CC1	-9	15	9	-13	22	-2	15	4	-9	-18	1
CN(CCc1ccccn1)C(=O)CCC1CCCN(C(=O)c2cscn2)C1 (stereo not given)	-11	14	21	-12	11	-1	-2	26	-11	0	0
Cc1cc(C)c(C2C3=C(Nc4c2c(C)nn4-c2ccccn2)c2ccccc2C3=O)c(C)c1 (stereo not given)	·	9	-38	14	14	5	10	11	-7	·	2
COc1cc(NC(=S)NCc2cccs2)cc(OC)c1	-2	9	-8	6	-10	0	1	-8	4	-27	0
COc1cc(/C=N/NC(=O)C2CC(=O)N(c3ccc(C)cc3)C2)cc(OC)c1OC (stereo not given)	5	4	14	-12	-6	-7	1	-5	-3	-3	-3
CCc1nnc(SCC(=O)N2CCCc3ccccc32)nc1CC	6	4	-6	7	11	9	-14	0	-4	-7	-1
Cc1ccc(C(CC(=O)N2CCNCC2)c2ccccc2)c(O)c1C (stereo not given)	4	1	-2	-3	-7	-2	7	6	-21	21	-3
COc1ccc(-c2cn3c(C)c(C(=O)NCCN4CCOCC4)sc3n2)cc1	8	-15	-19	0	33	1	-28	-39	0	-13	0
O=C(/C=C/c1ccc(Cl)cc1Cl)OCC(=O)N1CCCC1	3	-18	-16	0	-8	-8	-5	-14	-6	8	7
Cc1ccc(S(=O)(=O)NC(Cc2ccc(Cl)cc2)C(=O)O)cc1 (stereo not given)	-8	4	9	1	6	-6	13	-4	5	-8	4
Cc1nnc(NC(=O)CSc2nnc(C)c(=O)n2N)s1	-6	5	-1	-10	-11	-2	10	8	-12	-7	3
CCS(=O)(=O)n1nc(-c2ccco2)nc1N	-1	18	-17	-10	-8	0	7	21	-1	-24	4
Cc1cccc(NC(=O)CSCC(=O)OCc2ccccn2)c1	-4	1	-24	0	-3	2	3	-7	-1	25	10
O=C(Nc1ncccc1O)c1cccc(S(=O)(=O)N2CCN(c3ccc(F)cc3)CC2)c1	1	17	-19	-10	1	24	-18	4	3	-4	2
COc1cc(OC)c2ccc(=O)oc2c1C(CCN1CCCCC1)c1ccc(N(C)C)cc1 (stereo not given)	-14	-1	-2	-7	-5	0	-22	-6	-16	-14	-7
CSc1ccccc1NC(=O)CN(C)CC(=O)c1[nH]c(C)c(C(C)=O)c1C	2	-18	-9	-6	35	-6	-15	8	-7	-21	4
CCCCCc1nc2sc3c(c2c(=O)n1NC(=O)c1ccc([N+](=O)[O-])cc1)CC(C)(C)OC3	7	12	23	7	70*	-3	-6	48	-2	7	-1
CN1CCN(c2nc3ccccn3c(=O)c2/C=C(\C#N)S(=O)(=O)c2ccc(Cl)cc2)CC1	-3	6	-1	15	-3	15	8	5	-6	15	2
CCSc1nnc(NC(=O)C(C)(C(F)(F)F)C(F)(F)F)s1	-12	14	26	-6	23	-2	11	15	3	9	-1
Cc1c(C)c2ccc(OCC(=O)NCCN3CCOCC3)c(C)c2oc1=O	-11	7	-2	-8	-10	-2	0	14	-4	-12	4
COc1ccc(C(=O)N2CCC(C(=O)Nc3cccc(C)c3)CC2)cc1OC	-8	0	1	0	13	-2	8	-22	-4	-14	-1
Cc1ccc(C23CC4CC(CC(NC(=O)NN)(C4)C2)C3)cc1	12	9	-15	0	-4	0	1	-21	4	2	-2
CC(=O)c1ccc(Nc2cc(C)nc3c(C)cc(C)cc23)cc1	2	7	5	-20	-3	26	21	-7	1	-19	4
Cc1ccc(S(=O)(=O)N2[C@H](CC(=O)c3cccc4ccccc34)OC[C@@H]2C)cc1	-4	·	·	·	·	4	-36	·	-11	4	-6
O=C(CN1C2CCCC1CC(NC(=O)C1CCCCC1)C2)Nc1ccccc1 (stereo not given)	-23	-3	-14	-23	7	10	2	22	-6	23	-5
